KDM5B inhibitor: Primary screen for KDM5B Histone Demethylases FDH-coupled qHTS; Lysine-specific demethylase 5B (Homo sapiens), Q9UGL1; KDM5B demethylase, FDH-coupled NADH fluorescence (FDH is formaldehyde dehydrogenase); Potency, µM (top dose mostly 57.7 µM), inactives show top-dose activity change, negative = inhibition, most hits filed as inhibitors; 2.6% of 220,000 active; active = well fitted inhibition curve with a large enough effect; inconclusive = small, poorly fitted or top-dose-only effect; inactive = no such curve, though single readings can be large or run the other way; note: 0% is about no effect; nearly all actives have a fitted effect of over 70% in size
Target sequence (Q9UGL1 whole entry, looked up): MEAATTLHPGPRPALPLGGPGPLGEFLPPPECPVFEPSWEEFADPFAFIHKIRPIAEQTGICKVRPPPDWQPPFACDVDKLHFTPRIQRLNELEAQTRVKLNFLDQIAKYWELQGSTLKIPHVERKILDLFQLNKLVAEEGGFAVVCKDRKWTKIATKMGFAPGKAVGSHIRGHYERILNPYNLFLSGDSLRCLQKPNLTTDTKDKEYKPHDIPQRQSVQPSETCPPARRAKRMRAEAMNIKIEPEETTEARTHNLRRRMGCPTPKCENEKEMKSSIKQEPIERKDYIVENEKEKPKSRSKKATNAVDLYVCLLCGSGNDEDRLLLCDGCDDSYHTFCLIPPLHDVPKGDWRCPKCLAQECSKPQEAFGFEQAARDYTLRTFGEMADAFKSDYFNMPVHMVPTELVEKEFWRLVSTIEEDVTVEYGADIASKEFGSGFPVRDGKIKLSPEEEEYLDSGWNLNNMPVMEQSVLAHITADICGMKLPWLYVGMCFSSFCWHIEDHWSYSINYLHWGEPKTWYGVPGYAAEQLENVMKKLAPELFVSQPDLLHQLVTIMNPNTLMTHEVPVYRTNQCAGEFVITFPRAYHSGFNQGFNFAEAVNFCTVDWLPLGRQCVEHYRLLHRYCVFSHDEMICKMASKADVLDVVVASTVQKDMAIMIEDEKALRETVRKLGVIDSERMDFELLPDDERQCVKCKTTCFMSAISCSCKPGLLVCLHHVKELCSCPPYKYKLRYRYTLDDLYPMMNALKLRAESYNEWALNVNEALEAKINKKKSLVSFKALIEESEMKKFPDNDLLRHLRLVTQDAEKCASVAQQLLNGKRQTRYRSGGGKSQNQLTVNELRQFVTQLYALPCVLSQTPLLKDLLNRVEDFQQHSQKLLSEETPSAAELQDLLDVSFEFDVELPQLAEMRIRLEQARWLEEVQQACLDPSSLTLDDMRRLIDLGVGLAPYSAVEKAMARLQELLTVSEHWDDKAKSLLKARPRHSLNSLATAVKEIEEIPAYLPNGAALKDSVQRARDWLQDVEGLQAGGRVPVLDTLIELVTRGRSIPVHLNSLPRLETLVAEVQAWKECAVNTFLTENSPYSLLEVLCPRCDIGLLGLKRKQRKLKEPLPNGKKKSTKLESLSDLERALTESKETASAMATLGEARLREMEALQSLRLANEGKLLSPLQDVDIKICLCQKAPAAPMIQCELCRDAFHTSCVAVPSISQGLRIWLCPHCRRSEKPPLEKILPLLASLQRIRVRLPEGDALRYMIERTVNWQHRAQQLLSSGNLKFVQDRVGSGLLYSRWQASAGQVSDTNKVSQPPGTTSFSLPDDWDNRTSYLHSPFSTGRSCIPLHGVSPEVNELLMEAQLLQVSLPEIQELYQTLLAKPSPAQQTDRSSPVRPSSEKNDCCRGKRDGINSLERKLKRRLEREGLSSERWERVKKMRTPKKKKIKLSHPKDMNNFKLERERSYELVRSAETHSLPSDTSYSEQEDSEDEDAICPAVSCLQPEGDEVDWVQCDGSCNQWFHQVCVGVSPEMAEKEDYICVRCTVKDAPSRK
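Here, H3K4me3 peptide (12.5 µM in substrate mix) is demethylated by KDM5BΔAP, 200 nM final, after 10 min compound exposure. Formaldehyde product is coupled through FDH (0.25 U/mL in mix) to NADH fluorescence; 30-min ΔRFU feeds dose-response curves.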
Starred values were filed as active, the others as inactive; i = inactive; ? = inconclusive; [ ] = another dose, or the depositor's remark. Potency is the fitted concentration of half-maximal effect.

SMILES	KDM5B inhibitor
COc1cccc(CCN2CC[C@H]3CN(C(=O)COc4ccccc4)CC[C@H]3CC2=O)c1OC	7%
c1cncc(CNCCCn2ccnc2)c1	0%
COc1cc(Cl)c(C)cc1NC(=O)CSc1cc(-c2ccccc2)nc(C)n1	7%
C=CCNC(=O)C1=NN(c2c(F)c(F)cc(F)c2F)C(=O)CC1	31%
Cc1ccc(C(=O)COC(=O)C2CC(=O)N(c3ccccc3)C2)cc1 (stereo not given)	-19%
CC1CCC2(CC1)OCC(C(=O)NCC1CCCO1)N2C(=O)c1ccc(Cl)c(Cl)c1 (stereo not given)	14%
Cc1ccc2nc(/C(C#N)=C/c3cccc(Br)c3)[nH]c2c1	?
CSc1ccc(CNC(=O)c2cc3c(s2)CCN(C(=O)c2ccccc2)C3)cc1	-25%
O=C(CCn1cnc2onc(-c3ccc(F)cc3)c2c1=O)Nc1ccc(F)c(Cl)c1	-10%
NC1=NC(c2cccc(Oc3ccccc3)c2)n2c(nc3ccccc32)N1 (stereo not given)	-15%
CCc1ccc(-n2c(SC(CC)C(=O)N(CC)CC)nc3n[nH]c(C)c3c2=N)cc1 (stereo not given)	-18%
Cc1ccc(-c2nc(S(=O)(=O)c3ccccc3)c(SCC(=O)NC3CCCCC3)o2)cc1	-22%
CCOc1ccc(CNC(=O)c2cnc3sc(N(CC)CC)nn3c2=O)cc1OC	?
COc1cc(Cl)c(C)cc1NC(=O)C(C)N1CCN(CCc2ccccc2)CC1 (stereo not given)	12%
O=C(CSc1nc2ccccc2nc1N1CCCC1)Nc1ccc(F)cc1	-12%
CCOC(=O)c1ccc(NC2=CC(c3ccc(F)cc3)N(c3ccc(C(=O)OCC)cc3)C2=O)cc1 (stereo not given)	-13%
COc1ccc(CNC(=O)[C@H]2O[C@H](CCN3CCN(c4ccccn4)CC3)CC[C@@H]2O)cc1	-2%
Cc1ccc(F)c(OC2(C(=O)O)CCN(S(=O)(=O)c3cnn(C)c3)CC2)c1	-12%
Cc1cccc(C(=O)NC(Nc2cccc(C(F)(F)F)c2)C(Cl)(Cl)Cl)c1 (stereo not given)	-14%
Cc1ccncc1C(=O)N1CCC(N2CC(OCC3CC3)C23CCCCC3)CC1 (stereo not given)	-22%
S=c1[nH]ncn1NCc1cccc(Br)c1	1%
Cc1noc(-c2cn(C3CCCN(C(=O)c4ccc(F)c(Cl)c4)C3)nn2)n1 (stereo not given)	10%
O=C(Nc1cc(-c2nc3cc(Cl)ccc3o2)ccc1Cl)c1cccc2ccccc12	-4%
OCCN(CCO)CC(O)COc1ccc2ccccc2c1 (stereo not given)	17%
Cc1cccc(S(=O)(=O)N2CCCC(Cn3c(C4CC4)nc4cccnc43)C2)c1 (stereo not given)	-22%

4 entries from above, with bars between the fields.
molecule | KDM5B inhibitor
Cc1cccc(S(=O)(=O)N2CCCC(Cn3c(C4CC4)nc4cccnc43)C2)c1 (stereo not given) | -22%
COc1cc(Cl)c(C)cc1NC(=O)CSc1cc(-c2ccccc2)nc(C)n1 | 7%
Cc1noc(-c2cn(C3CCCN(C(=O)c4ccc(F)c(Cl)c4)C3)nn2)n1 (stereo not given) | 10%
O=C(CCn1cnc2onc(-c3ccc(F)cc3)c2c1=O)Nc1ccc(F)c(Cl)c1 | -10%

New compounds follow
SMILES	KDM5B inhibitor
N#Cc1c(N)nc2c(c1-c1ccccc1Cl)CCCC2	-22%
CCCc1noc(-c2ccn3c(CNC(=O)c4ccc(OC)cc4)nnc3c2)n1	?
COc1ccc(-n2nc(C)c(CCC(=O)N3CCOCC3)c2Oc2ccccc2F)cc1	12%
CCOC(=O)N1CCN(Cc2nc3cc(NC(=O)c4ccc([N+](=O)[O-])cc4)ccc3n2C(C)C)CC1	-15%
CCOCC1(C)COc2ccc(C(=O)NCCc3ccccc3)cc2N1 (stereo not given)	40µM*
CCOCCCn1c(SCC(=O)NCCCOC)nc2c(sc3ccccc32)c1=O	-21%
O=C1NCN(Cc2ccc(Cl)cc2)C12CCN(Cc1cccc(C(F)(F)F)c1)CC2	6%
Cc1ccc(Cn2c(C3CCN(C(=O)c4ccc(C)c(C)c4)CC3)n[nH]c2=O)cc1	-5%
CCc1ccccc1NC(=O)CSC1=Nc2ccccc2C2=NC(Cc3ccccc3)C(=O)N12 (stereo not given)	?
CCNC(=O)Cn1nc(C)n2c(cc3c(OC)cccc32)c1=O	?
Cc1ccc(CN2C[C@H]3CN(C(=O)c4ccc5c(c4)OCO5)CCN3C2=O)cc1	-20%[86.2 µM]
Nc1nccnc1C(=O)Nc1ccc(SCc2cccnc2)cc1	13%
COc1ccccc1NC(=O)c1cc2c(n1C)CCN(Cc1cccc(C)c1)C2	?
COc1ccc(C(=O)N2CCN(Cc3ccccc3)CC(O)C2)c(OC)n1 (stereo not given)	12%
Cc1ccc(/C=C(/C#N)c2nc3ccccc3[nH]2)c(C)c1	?
Cc1oc(-c2cccc(C(F)(F)F)c2)nc1CN1CCN(C)C(CCO)C1 (stereo not given)	-21%
c1cnc(-c2nc(CNc3ncncn3)cs2)cn1	?
O=C(Nc1cccc(-c2nnc3n2CCCC3)c1)C1CCC1	-8%
CC(C)=CC(=O)Nc1sccc1C#N	-10%
CC(NC(=O)c1ccc2c(c1)NC(=O)CS2)c1ccc2c(c1)OCO2 (stereo not given)	10%
CCc1ccc(NC(=O)Cn2c(=O)c(CNc3ccccc3)cc3cc(OC)c(OC)cc32)cc1	?
Cc1cc(C)c(CNC(=O)c2cc(-c3ccccc3F)cc3c2OCCN3C(C)C)c(=O)[nH]1	32µM*
COCCNC(=O)c1cc(C2CC2)nc2c1c(C1CCCNC1)nn2C (stereo not given)	89µM*
CCOc1ccc(NC(=O)CC2C(=O)Nc3nc4ccccc4n32)cc1 (stereo not given)	9%
CCN(CC)CCNc1nc2c(c(=O)n(C)c(=O)n2C)n1Cc1ccc(C)cc1	-4%

Four entries from above, with bars between the fields:
structure | KDM5B inhibitor
c1cnc(-c2nc(CNc3ncncn3)cs2)cn1 | ?
O=C(Nc1cccc(-c2nnc3n2CCCC3)c1)C1CCC1 | -8%
CC(C)=CC(=O)Nc1sccc1C#N | -10%
CC(NC(=O)c1ccc2c(c1)NC(=O)CS2)c1ccc2c(c1)OCO2 (stereo not given) | 10%

Carrying on.
SMILES	KDM5B inhibitor
CCCN(C(=O)Cn1cc(S(=O)(=O)N2CCN(c3ccccc3F)CC2)c2ccccc2c1=O)c1cccc(C)c1	?
CC(CC(=O)Nc1ccccc1)(C(=O)O)c1ccccc1 (stereo not given)	31%
CC1=C[C@@H](CN2CCOCC2)[C@H](C(C)C)C[C@H]1Cc1nnc(-c2ccccc2F)o1	-6%[86.2 µM]
CS(=O)(=O)NC[C@H]1O[C@@H](CC(=O)N2CCN(c3ccccn3)CC2)[C@H](O)[C@@H]1O	35µM*
CCC(=O)N1c2ccccc2CC1C(=O)NCCc1ccccc1C (stereo not given)	?
O=C1CCCN1CCCN1C(=O)[C@@H]2C[C@@H](O)CN2C2(CN(CC3CC3)C2)C1=O	?
COc1cccc2cc(C(=O)Nc3ccccc3OC(F)F)c(=O)oc12	-12%
Cc1c(S(=O)(=O)c2cccc(Cl)c2)nnn1-c1cccc(C(F)(F)F)c1	-28%
COC(=O)C1=C(C)N(Cc2ccc(OC)cc2)C(=O)/C1=C\c1ccco1	-22%
COCc1cc(=O)n(CC(=O)Nc2ccc(C)c(Cl)c2)c(N2CCOCC2)n1	?
C/C(=C/C(=O)C(F)(F)F)N1CCN(c2ccccc2F)CC1	13%
Cc1noc2c(-c3cccc(CO)c3)cc(-c3ccccc3)nc12	?
CC(C)C(=O)Nc1nnc(SCc2cc(=O)n3ccccc3n2)s1	-16%
CCC1Oc2ccc(NC(=O)c3cccc(OC)c3)cc2CN(Cc2ccccc2)C1=O (stereo not given)	?
O=C(NC1CC(=O)N(c2ccc(F)cc2)C1)c1cccs1 (stereo not given)	-9%
O=C(N[C@@H]1CN(Cc2c(F)cccc2F)C[C@H]1CO)c1ccccc1	-10%
CCOC(=O)NC(CNC(=O)c1cccc(C)c1C)CC(C)C (stereo not given)	13%
COc1ccc(NC(=O)CCNS(=O)(=O)c2cccc3nsnc23)cc1Cl	-20%
CC(=O)Nc1cccc(-c2cc3c(ccn3C)c(C(=O)NCCc3cnc[nH]3)n2)c1	i
Cc1nc2cc(F)ccc2cc1C(=O)NCc1cccnc1-n1cncn1	17%
COc1ccc(CNC(=O)CCCc2nnc3n(C(C)C)c(=O)c4sccc4n23)cc1	-81%
Cc1ccc(NC(=O)C(C)N(C)Cc2ccc3c(c2)OCCO3)c(Br)c1 (stereo not given)	-8%
O=[N+]([O-])c1cccc2ccc(/C=C/c3ccccc3)nc12	0%
CC1(C)CCc2c(ccc3ccc(=O)oc23)O1	?
CCCC(C)NC(=O)CSCc1coc(-c2ccc(Cl)cc2)n1 (stereo not given)	12%

Looked up above:
`O=[N+]([O-])c1cccc2ccc(/C=C/c3ccccc3)nc12` in KDM5B inhibitor shows 0%
`COc1ccc(CNC(=O)[C@H]2O[C@H](CCN3CCN(c4ccccn4)CC3)CC[C@@H]2O)cc1` in KDM5B inhibitor shows -2%

The listing picks up, starting four compounds before the break.
SMILES	KDM5B inhibitor
Cc1ccc(NC(=O)C(C)N(C)Cc2ccc3c(c2)OCCO3)c(Br)c1 (stereo not given)	-8%
O=[N+]([O-])c1cccc2ccc(/C=C/c3ccccc3)nc12	0%
CC1(C)CCc2c(ccc3ccc(=O)oc23)O1	?
CCCC(C)NC(=O)CSCc1coc(-c2ccc(Cl)cc2)n1 (stereo not given)	12%
CCc1ccc(C2CC(=O)N(c3cccc(C(F)(F)F)c3)C3=C2C(=O)OC3)cc1 (stereo not given)	-9%
O=C(Nc1ccc(F)cc1F)NC1CCN(Cc2c(F)cccc2Cl)CC1	16%
CC(=O)c1ccc(NC(=O)c2nn(C(C)C)c(=O)c3ccccc23)cc1	2%
COc1ccc(NC(=O)c2ccc3c(c2)OCC(=O)N(C)C3)c(F)c1	9%[86.2 µM]
Cc1sc2ncn(CC(=O)NCc3ccccc3)c(=O)c2c1C	-2%
CCOCCOC1CCN(C(=O)Nc2cccc(F)c2)CC1	-6%
Fc1cccc(NC(=S)NC2CCCC2)c1	-1%
COc1cc(C)c(S(=O)(=O)n2nnc3ccccc32)cc1C	21%
Cc1cc(C(=O)COC(=O)c2nn(C)c(=O)c3ccccc23)c(C)n1CC(F)(F)F	7%
CN(Cc1ccc(C(C)(C)C)cc1)C(=O)CNC(N)=O	28%
COc1ccc(CNC(=O)c2cc(-c3cc(C)ccc3O)n[nH]2)cc1	13%
COc1ccc2[nH]c3c(c2c1)CCNC31CCN(C(=O)NC(C)(C)C)CC1	?
Cn1c(Cn2ccnc2)nnc1C1CCCN(CCOCc2ccccc2)C1 (stereo not given)	-1%
Cn1c(CCCOc2ccc(Cl)cc2Cl)n[nH]c1=S	-1%
CCN(Cc1ccco1)C(=O)c1cc2ccc(C(C)C)cc2[nH]1	-31%
O=C(Nc1c(N2CCCC2)c2ccccc2oc1=O)c1ccco1	20%
CCc1ccc2nc(N3CCC(C(=O)NCCC(C)C)CC3)sc2c1	-22%
Cn1ccnc1C(=O)NCC1CCCCC(=O)N1 (stereo not given)	-10%
O=C1CC(c2cccc(Cl)c2)Cc2c1cnn2-c1nc2ccccc2[nH]1 (stereo not given)	2%
COCCNc1nc(C)nc2c1CCN(Cc1ccccc1C#N)CC2	0%
O=C(/C=C/c1ccccc1)NC(O)C(=O)c1ccccc1 (stereo not given)	19%
CCOC(=O)c1ccc(NC(=O)CSc2nc(-c3cccs3)cc(C(F)(F)F)c2C#N)cc1	2%
COC(=O)c1ccc(COc2ccccc2/C=C/C(=O)c2ccc(Cl)cc2Cl)cc1	23%
CSCc1ccc(C(=O)N2CCN(c3ccc(C)cc3)C(=O)C2)o1	11%
COC(=O)C(CC(=O)c1ccc(Br)cc1)(Cc1ccc(Br)cc1)C(=O)OC	-8%
SMILES	KDM5B inhibitor
CC(C)c1ccc(-n2cc(CN3CCCC4(C3)CN(C)C(=O)O4)cn2)cc1 (stereo not given)	-5%
Cc1nn(CC(=O)NCCN2CCOC2=O)c(=O)n1CCc1ccccc1	-6%
CCOc1ccc(NC(=O)Cn2nc(Cc3ccncc3)c3ccccc3c2=O)cc1	-29%
COc1ccc(-c2noc(CNC(=O)CCc3c(C)c4ccc(OC)cc4oc3=O)n2)cc1	?
Cc1cc(C(=O)N2CCCC2c2nc(CCOCC3CCCC3)no2)nn1C (stereo not given)	6%
Cc1ccc(S(=O)(=O)NC[C@H]2OC[C@@H](NCC(C)(C)C)[C@@H]2O)cc1	0%[86.2 µM]
C=C(C)Cn1c(N2CCN(Cc3ccccc3)CC2)nc2c1c(=O)[nH]c(=O)n2C	8%
COc1ccc(CN2CCN3C(=O)N(Cc4ccc(OC)cc4)C[C@H]3C2)cc1	-16%[86.2 µM]
O=C(CCC1CCN(S(=O)(=O)c2ccccc2)CC1)NCC1CCCCC1	-7%
COc1ccc(/C=C(/C#N)c2nc3ccccc3[nH]2)c2ccccc12	?
Cc1cc(C(=O)COC(=O)c2cc3ccccc3oc2=O)c(C)n1CC1CCCO1 (stereo not given)	-1%
COc1cccc(N2C(=O)CN(Cc3cc(OC)c(OC)c(OC)c3)C2=S)c1	19%
CCN(C(=O)c1cc2c(=O)oc3ccc(C)cc3c2s1)c1ccccc1F	-3%
COc1ccc(CNC(=O)c2c(C)noc2-c2ccc(OC(F)(F)F)cc2)cc1	2%

Not all compounds are listed, so the mix of outcomes need not match the whole.
